# Compound activity deposited in PubChem by The Scripps Research Institute Molecular Screening Center.
# GPR151 activ: activates the human receptor GPR151. Q8TDV0. PathHunter beta-arrestin GPR151 cells, luminescence. activation, % at 11.2 µM. 1% of 650,000 active; in the data active means activation above about 4.9%;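 further: 0% = median of compound wells and 100% = cells with positive control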
# Target sequence (Q8TDV0 whole entry, looked up): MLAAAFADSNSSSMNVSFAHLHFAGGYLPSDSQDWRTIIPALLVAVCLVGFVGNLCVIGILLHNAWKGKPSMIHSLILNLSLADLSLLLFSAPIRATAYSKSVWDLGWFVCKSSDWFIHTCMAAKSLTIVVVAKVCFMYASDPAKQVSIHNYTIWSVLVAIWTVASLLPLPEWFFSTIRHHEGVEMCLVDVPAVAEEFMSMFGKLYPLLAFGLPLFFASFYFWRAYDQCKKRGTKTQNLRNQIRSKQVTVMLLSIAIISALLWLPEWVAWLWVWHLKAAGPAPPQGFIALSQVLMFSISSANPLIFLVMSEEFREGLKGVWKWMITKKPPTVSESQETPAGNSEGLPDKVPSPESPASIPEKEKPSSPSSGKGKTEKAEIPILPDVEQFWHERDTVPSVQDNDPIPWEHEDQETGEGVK
# FBW7 act: activators of human E3 ligase FBW7 | AlphaScreen FBW7–phospho-cyclin E peptide binding, activator screen | Q969H0 | 0.13% of 650,000 active | AID 1259310 | normalized activity (activation), % at 26.1 µM; in the data active means normalized activity above about 1.9%;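 further: purified mutant Fbw7 with reduced substrate affinity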
# MITF primary: inhibitors of human MITF | O75030 | AlphaScreen MITF homodimerization, bead proximity signal | inhibition, % at 2.6 µM | 0.91% of 650,000 active | AID 1259374; in the data active means inhibition above about 50%;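 further: 0% = vehicle wells with protein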
# Target sequence (O75030 whole entry, looked up): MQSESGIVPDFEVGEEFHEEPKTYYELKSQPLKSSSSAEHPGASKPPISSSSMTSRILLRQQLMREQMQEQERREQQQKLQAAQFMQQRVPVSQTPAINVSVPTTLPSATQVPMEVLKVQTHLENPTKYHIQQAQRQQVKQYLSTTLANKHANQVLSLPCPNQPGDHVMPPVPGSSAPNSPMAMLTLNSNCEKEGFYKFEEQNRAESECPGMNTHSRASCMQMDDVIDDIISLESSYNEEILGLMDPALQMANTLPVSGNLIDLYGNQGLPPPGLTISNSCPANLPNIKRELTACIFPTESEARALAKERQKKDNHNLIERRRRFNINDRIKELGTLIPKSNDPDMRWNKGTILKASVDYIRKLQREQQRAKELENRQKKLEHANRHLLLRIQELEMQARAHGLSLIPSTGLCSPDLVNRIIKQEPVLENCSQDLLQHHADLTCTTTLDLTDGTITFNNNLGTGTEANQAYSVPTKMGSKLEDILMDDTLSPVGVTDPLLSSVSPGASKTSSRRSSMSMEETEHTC
# TEAD-YAP block: TEAD-YAP interaction inhibition; HEK-TIYL cells, TEAD-Gal4/YAP UAS-luciferase luminescence; inhibition, % at 9.12 µM; 1.4% of 640,000 active; in the data active means inhibition above about 32%;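 further: 0% = median of test compound wells and 100% = reference inhibitor wells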
# * hit, by the source's call; . = no result given.
SMILES,GPR151 activ,FBW7 act,MITF primary,TEAD-YAP block
CN(C)CCN(Cc1cccs1)C(=S)Nc1cccc(C(F)(F)F)c1,3.3,0.0,-7,3
COC(=O)CSC1=C(C#N)C(c2ccc(C)s2)CC(=O)N1 (stereo not given),-1.1,0.1,10,7
COc1cncc(-c2cnc(N3CCN(C)CC3)c3nccn23)c1,0.7,-0.6,0,4
COc1cccc(C2CC(c3ccc(Br)cc3)=NN2C(=O)CCC(=O)O)c1OC (stereo not given),0.3,0.1,13,0
COc1ccccc1CCNC(=O)c1ccc(C)o1,-0.3,0.1,-1,-16
O=C(Nc1ccccc1C(=O)N1CCOCC1)c1cccs1,0.5,-0.1,2,4
COc1ccc(CNC2CCCC2)c2ccccc12,0.5,-0.2,11,-3
CCOCC(=O)Nc1c(C(=O)Nc2ccc(OC)c(OC)c2)oc2ccccc12,-0.1,-0.4,-15,-33
COC(=O)c1ccc2[nH]c3c(c2c1)CN(C)CC3,-0.6,-0.1,-10,-5
CCCCCCc1cc2c3c(c(=O)oc2cc1OCC(=O)C(C)(C)C)CCC3,-0.4,0.3,-13,-5
O=C1c2ccccc2C(=O)C1c1cc(=O)[nH]c2ccccc12,-0.2,0.0,0,-53
COc1ccc(NC(=O)c2cnn(-c3ccccc3)c2-n2cccc2)c(OC)c1,0.1,-0.1,-2,-13
Cc1cc(C)n(-c2cc(N/N=C/c3cc(Br)ccc3O)nc(C)n2)n1,0.4,0.0,5,6
c1ccc2c(N3CCCCCC3)nc(-c3ccncc3)nc2c1,-0.5,0.1,-13,2
COc1ccc(C(c2oc(CO)cc(=O)c2O)c2oc(CO)cc(=O)c2O)cc1OC,-0.4,-0.1,6,-2
COc1ccc(CCNc2nc(-c3ccc(N4CCN(C)CC4)cc3)nc3c2ncn3-c2ccccc2)cc1,0.5,-0.1,0,13
CN(C)S(=O)(=O)c1ccc(NS(=O)(=O)c2ccc(F)c(F)c2F)cc1,1.5,-0.2,0,-1
CN1CCN(C(=O)/C(=C/c2cccs2)NC(=O)c2ccco2)CC1,0.2,0.3,7,-1
Cc1cc(CNC(=O)CCN2Cc3ccccc3OC(C)C2)on1 (stereo not given),0.8,0.0,-11,-1
CCCCCOC(=O)CSc1nc2c(c(=O)[nH]c(=O)n2C)n1Cc1ccc(C)cc1,0.4,-0.2,-4,1
O=C(CSc1n[nH]c(C2CCCC2)n1)NC1CCCC1,1.3,-0.2,5,4
CC1(C)Cc2c(sc3ncnc(N)c23)CO1,1.3,0.1,10,1
CCOC(=O)C(CC)(CCC(=O)Nc1ccc([N+](=O)[O-])cc1)C(=O)OCC,-0.1,0.6,9,0
O=C(O)CCCNS(=O)(=O)c1ccc2[nH]c(=O)[nH]c2c1,-0.3,0.4,8,-1
CC(=O)Nc1ccc(S(=O)(=O)NNC(=O)CCc2ccccc2)cc1,1.2,-0.2,-12,1

# The list goes on.
SMILES,GPR151 activ,FBW7 act,MITF primary,TEAD-YAP block
Cc1ccc(S(=O)(=O)N(CC(=O)Nc2cc(C)cc(C)c2)C(=O)N2CCN(C)CC2)cc1,1.9,-0.1,13,6
COc1ccc(OCCCC(=O)Nc2ccccc2[N+](=O)[O-])cc1,-1.9,-0.6,4,-11
N#Cc1ccc(NC(=O)C(=O)/C=C(\O)c2ccc(Cl)cc2)cc1,-1.2,0.3,7,7
Cc1cc(C)n2nc(NCc3c(F)cccc3Cl)nc2n1,-2.5,0.0,-6,-17
CC1CCCN(c2ccc(S(=O)(=O)N3CCCCC3)cc2[N+](=O)[O-])C1 (stereo not given),0.4,-0.4,-3,6
N#CCCCN1CCCC2(C1)NCCc1c2[nH]c2cc(F)ccc12 (stereo not given),0.3,-0.7,-13,-5
COC(=O)c1ccc(NC(=O)CN2CCN(c3ccccc3)CC2)cc1,-1.5,-0.1,7,6
Cc1nc(N2CCCc3ccccc32)c2cc(C)sc2n1,0.0,0.1,-13,46*
CCc1ccccc1NC(=O)c1ccc(F)c(S(=O)(=O)N2CCN(c3cccc(C)c3C)CC2)c1,-0.9,0.2,16,-2
COc1cc2c(=O)c(S(=O)(=O)c3ccccc3)cn(Cc3ccccc3)c2cc1OC,-1.1,-0.1,-12,-1
O=C(CSc1nc2c(sc3ccccc32)c(=O)n1CCO)NCCc1ccccc1,0.5,0.5,4,4
FC(F)(F)c1cccc(N2CCN(c3ncnc4scc(-c5ccc(Cl)cc5)c34)CC2)c1,-1.0,-0.2,-8,-2
COc1cccc(-c2ccc(SCc3ccccn3)nn2)c1,-9.5,-0.5,-9,-45
O=C(O)CCNC(=O)/C(=C\c1ccco1)NC(=O)c1ccco1,-0.3,-0.2,0,-5
CC(=O)NC(C(=O)Nc1cccc(Cl)c1)c1ccccc1Cl (stereo not given),0.8,0.1,11,4
O=C(c1cccc2ccccc12)N1CCN(c2nc3ccccc3s2)CC1,4.5,-0.2,-4,-4
CCOC(=O)c1cccc(NC(=O)COc2ccccc2Cl)c1,0.0,0.1,-9,6
C=CCNC1=C(Cl)C(=O)c2ccccc2C1=O,-0.8,-0.2,20,-14
Cc1noc(C)c1CSc1nc2sc3c(c2c(=O)n1-c1ccccc1)CCC3,-0.4,0.1,19,2
Cc1ccc(C(O)CNC(=O)c2cccs2)o1 (stereo not given),-2.6,0.9,16,-7
COCc1nnc(NC(=O)c2cc([N+](=O)[O-])ccc2Cl)s1,0.2,-0.1,2,6
CC(NC(=O)Cc1csc(SCC(=O)c2ccccc2)n1)c1ccccc1 (stereo not given),0.5,-0.1,-10,9
O=c1oc2ccc(Cl)cc2n1CN1CCN(c2ccccc2)CC1,-0.7,0.0,2,-8
COc1ccccc1C1C2=C(CC(C)(C)CC2=O)Nc2nc(C(F)(F)F)nn21 (stereo not given),-0.6,0.0,5,2
COC(=O)c1ccc2c(c1)SC1=C(CCCC1=O)N2,-0.2,-0.2,-13,-12

# As a working copy, 2 of the compounds above.
SMILES,GPR151 activ,FBW7 act,MITF primary,TEAD-YAP block
COc1ccccc1C1C2=C(CC(C)(C)CC2=O)Nc2nc(C(F)(F)F)nn21 (stereo not given),-0.6,0.0,5,2
COC(=O)c1ccc2c(c1)SC1=C(CCCC1=O)N2,-0.2,-0.2,-13,-12

# Full records as entered above. Screens in order: GPR151 activ, FBW7 act, MITF primary, TEAD-YAP block
# C=CCNC1=C(Cl)C(=O)c2ccccc2C1=O as listed: -0.8, -0.2, 20, -14
# O=c1oc2ccc(Cl)cc2n1CN1CCN(c2ccccc2)CC1 as listed: -0.7, 0.0, 2, -8
# O=C(CSc1n[nH]c(C2CCCC2)n1)NC1CCCC1 as listed: 1.3, -0.2, 5, 4

# Next records follow:
SMILES,GPR151 activ,FBW7 act,MITF primary,TEAD-YAP block
O=C(NC(c1ccccc1)c1ccccc1)C1CC1,-1.1,0.0,9,-8
COc1ccc(CN2CCC3(CC2)CC3C(=O)NCCc2ccccc2OC)cc1O (stereo not given),0.3,0.0,0,-5
O=C(NCCCN1CCCCC1)c1ccc2c(=O)n(CC3CCCO3)c(=S)[nH]c2c1 (stereo not given),0.8,-0.1,3,0
O=C(CCc1ccccc1)OC1CCS(=O)(=O)C1 (stereo not given),-0.1,0.1,-9,1
O=C(Nc1ccc2sccc2c1)c1ccccc1Oc1ccccc1,1.8,-0.3,-6,-13
CC1(C)CC(=O)C(C(=S)Nc2ccccc2)=C(NCc2ccc(Cl)cc2)C1,-0.4,0.2,15,12
Cc1ccccc1OCC(=O)Nc1ccc([N+](=O)[O-])cc1Cl,1.0,0.3,54*,5
COC(=O)c1ccc2c(=O)n(CCc3ccc(OC)c(OC)c3)c(=S)[nH]c2c1,1.1,0.1,-5,8
CC(C)(C)c1ccc(C(=O)Nc2nnc(C3CCCCC3)s2)cc1,1.1,0.2,14,4
CCOC(=O)CC(C(=O)OCC)C1CCCCC1=O (stereo not given),-1.7,-0.1,-13,.
CC(=O)c1ccc(NC(=O)CSc2nnc(Nc3cccc(C)c3C)s2)cc1,-0.8,0.1,1,12
c1ccc(Cn2c(CSc3nc4ccccc4o3)nc3ccccc32)cc1,-0.1,1.0,16,-17
CC(C)(C)CC(C)(C)Nc1ccc(S(=O)(=O)N2CCCCC2)cc1[N+](=O)[O-],-1.2,0.0,6,-2
CS(=O)(=O)c1ccc(CN2C(=O)C(F)(F)Oc3ncc(C(F)(F)F)cc32)cc1,-0.9,0.1,5,3
Cc1ccccc1CNC(=O)C1CCCN(C(=O)N2CCOc3ccccc32)C1 (stereo not given),-0.2,-0.2,-10,4
COc1cc(C(=O)Nc2ccc(NC(=O)c3ccc(Br)cc3)cc2)cc(OC)c1OC,0.5,-0.1,-2,-6
COc1cc(OC)c(OC)cc1/C=N/NS(=O)(=O)c1ccc(C)cc1,-0.7,0.0,2,-10
COc1cc(/C=C2/SC(=O)N(c3ccccc3)C2=O)ccc1OCC(=O)O,-0.5,0.0,13,6
COc1ccc(NS(=O)(=O)c2ccc(SC)cc2)cc1,0.5,0.1,7,16
O=C(CCCOc1ccccc1)Nc1ccc2c(c1)OCCO2,-0.1,0.1,-9,-40
Cc1c(Cl)cccc1NC(=O)CN(c1ccccc1)S(C)(=O)=O,-1.4,-0.1,0,-8
CC1=C(C(=O)c2ccccc2)C(c2ccc([N+](=O)[O-])cc2)NC(=O)N1 (stereo not given),-0.5,0.0,-6,4
Cc1ccnc(NC(=O)c2ccc([N+](=O)[O-])cc2Cl)c1,-4.0,0.0,2,30
CCN(CCCNC(=O)CCn1c(=O)[nH]c2ccccc2c1=O)c1cccc(C)c1,-0.1,-0.2,-2,2
Cc1noc(C)c1CCC(=O)N1CCC(Oc2nc3c(C)cccc3s2)CC1,2.1,0.1,1,15

# Some entries already given, reduced to TEAD-YAP block and MITF primary:
Compound | TEAD-YAP block | MITF primary
CC1(C)Cc2c(sc3ncnc(N)c23)CO1 | 1 | 10
CCOC(=O)C(CC)(CCC(=O)Nc1ccc([N+](=O)[O-])cc1)C(=O)OCC | 0 | 9
O=C(O)CCCNS(=O)(=O)c1ccc2[nH]c(=O)[nH]c2c1 | -1 | 8
CC(=O)Nc1ccc(S(=O)(=O)NNC(=O)CCc2ccccc2)cc1 | 1 | -12
Cc1ccc(S(=O)(=O)N(CC(=O)Nc2cc(C)cc(C)c2)C(=O)N2CCN(C)CC2)cc1 | 6 | 13
COc1ccc(OCCCC(=O)Nc2ccccc2[N+](=O)[O-])cc1 | -11 | 4
N#Cc1ccc(NC(=O)C(=O)/C=C(\O)c2ccc(Cl)cc2)cc1 | 7 | 7

# (further entries)
SMILES,GPR151 activ,FBW7 act,MITF primary,TEAD-YAP block
COc1ccc(Br)cc1CNC(=O)c1cc(-c2ccccc2O)on1,-0.7,0.1,13,-3
CCCN(CCC)S(=O)(=O)c1c[nH]c(C(=O)OC)c1,0.9,0.1,5,6
COc1ccc(CNc2ccnc3c(-c4ccccc4F)cnn23)cc1,0.8,0.1,14,-34
CCC(C)NC(=O)C1CCN(c2c3c(nc4ncnn24)CCC3)CC1 (stereo not given),-0.3,0.1,7,-4
CCc1cccc2c(CN3CCc4nc(C)[nH]c(=O)c4C3)c[nH]c12,0.9,-0.2,1,-3
O=C(N[C@H]1C[C@H]2C(=O)N[C@H](Cc3ccccc3)C(=O)N2C1)c1cccc(Br)c1,-0.1,-0.1,-5,13
COc1ccc2c(c1)c1nnc(SCC(=O)N3CCCCC3C)nc1n2C (stereo not given),-0.2,0.3,-2,6
O=C(c1ccc(Cl)cc1[N+](=O)[O-])N1CCCC1,-0.3,-0.4,-8,-5
O=C(COc1ccc(-n2cnnn2)cc1)Nc1cccc(Cl)c1Cl,0.6,-0.1,4,6
Cc1cccc(NC(c2ccccn2)c2ccc3ccc(C)nc3c2O)n1 (stereo not given),1.8,-0.1,15,49*
Cc1cc(C)cc(OCC(=O)Nc2ccc(S(=O)(=O)N3CCCCCC3)cc2)c1,-0.2,0.2,14,6
CCCC(=O)Nc1ccc(S(=O)(=O)NCc2ccccc2)cc1,1.2,1.1,9,12
Cc1nc2ccccc2c(=O)n1NC(=O)/C=C/c1ccc(Br)cc1,0.2,0.3,19,1
Cc1ccc(NC2SC(=O)N(CC(=O)O)C2=O)cc1 (stereo not given),0.8,-0.1,-4,10
CN1CCN(NC(=S)Nc2ccc([N+](=O)[O-])cc2)CC1,0.6,-0.1,8,1
Cc1ccc(C(=O)N/C(=C\c2ccco2)C(=O)NCc2ccco2)cc1,-0.5,0.0,0,-14
Oc1ccc(CCNc2nc(Nc3ccc(N4CCOCC4)cc3)nc3c2ncn3-c2ccsc2)cc1,-2.1,0.1,19,42*
O=C(NCCN1CCCC1)c1ccc(Cn2c(=S)[nH]c3cc4c(cc3c2=O)OCO4)cc1,1.8,0.0,6,1
O=S1(=O)CC(O)C(NCc2cccnc2)C1 (stereo not given),2.1,0.2,0,7
COCCCNC(=O)c1c[nH]c2ccc(S(=O)(=O)N3CCC4(CC3)OCCO4)cc2c1=O,0.2,-0.1,2,4
c1ccc(C2C3=C(CCCC3)Nc3nnnn32)cc1 (stereo not given),0.5,-0.1,-4,-2
O=C(NNC(=O)C1CCN(Cc2ccc(F)cc2Cl)CC1)Nc1ccc([N+](=O)[O-])cc1,0.4,0.3,4,-1
CCC(C)C(NC(=O)C(C)NC(=O)C(N)CC(=O)OCc1ccccc1)C(=O)NC(Cc1ccccc1)C(=O)OC (stereo not given),-1.0,-0.1,3,-1
COc1cc(/C=C2/C(=N)N3N=C(CC(C)C)SC3=NC2=O)cc(Cl)c1OCCOc1cc(C)ccc1C,-0.5,-0.1,-10,-5
O=C(O)c1ccc(NC(=O)c2cc3ccccc3c(=O)o2)cc1,1.0,0.2,-4,5
Cc1nc(N2CCN(c3ccccn3)CC2)c2c(C)c(C(=O)Nc3ccc4c(c3)OCCO4)sc2n1,-1.5,0.1,0,-7
COc1ccc(C(=O)NNC(=O)CCN2CCCCC2)cc1OC,0.1,-0.1,-8,6
O=[N+]([O-])c1ccc(/C=N/Nc2ccc(Cl)cc2)o1,0.4,-0.2,17,-12
